Mcl1 Noxa PPI – Mcl-1/Noxa interaction inhibition; Q07820; TR-FRET Mcl-1/Noxa peptide binding, 2 h; actives 1.5% (n = 220,000); inhibition, % at 21.7 µM;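 active = compounds that cut the protein-peptide binding signal by more than 50% relative to plate controls in a single-dose test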;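 also: His-tagged Mcl-1 with rhodamine Noxa BH3 peptide and terbium anti-His antibody; 0% = Mcl-1 plus Noxa peptide wells and 100% = peptide-only wells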
Target sequence (Q07820 whole entry, looked up): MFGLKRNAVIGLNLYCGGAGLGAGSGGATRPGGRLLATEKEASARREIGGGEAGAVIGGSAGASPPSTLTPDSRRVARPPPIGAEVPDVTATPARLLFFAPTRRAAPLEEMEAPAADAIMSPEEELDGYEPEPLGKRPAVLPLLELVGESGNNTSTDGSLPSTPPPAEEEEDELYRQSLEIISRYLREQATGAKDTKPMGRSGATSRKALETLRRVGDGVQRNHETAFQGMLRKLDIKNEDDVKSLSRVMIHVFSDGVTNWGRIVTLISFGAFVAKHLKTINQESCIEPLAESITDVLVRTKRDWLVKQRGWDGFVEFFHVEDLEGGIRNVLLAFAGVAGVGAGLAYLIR
Mcl1 Bid PPI – Mcl-1/Bid interaction inhibition. Q07820. TR-FRET Mcl-1/Bid-Dy647 peptide binding, 1536-well. inhibition, % at 21.7 µM. actives 0.97% (n = 220,000). AID 1021;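 active = compounds that cut the binding signal by more than half at the single screening dose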;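 also: His-tagged Mcl-1 with europium anti-His antibody binding Bid BH3 peptide; 0% = Mcl-1 plus peptide wells and 100% = peptide-only wells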
Rab7 wt modul – dog Rab7 wildtype GTP binding, inhibitors and activators | GST-Rab7 beads, fluorescent GTP binding, flow cytometry; actives lie on both sides; untreated = 100%, excess cold GTP = 0% | GTP binding activity (percent of control), % at 10 µM | actives 0.055% (n = 190,000) | AID 758;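 active = fluorescent GTP binding to Rab7 beads changed by at least 20 points from the 100% baseline, either direction, mostly lower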;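 also: median green fluorescence of bound Bodipy-FL-GTP per Rab7 bead population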
Cdc42 wt GTP – changes GTP binding to wildtype human Cdc42. P60953. GST-Cdc42 beads, Bodipy-GTP binding, flow cytometry; actives lie on both sides. percent activity (GTP binding), % at 10 µM. actives 0.2% (n = 190,000). AID 761;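 active = percent activity GTP binding at least 20 points away from the 100% baseline, either down as inhibitor or up as activator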;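 also: median bead fluorescence of bound Bodipy-FL-GTP at 100 nM; 0% = excess unlabeled GTP control and 100% = no compound control; below 100% means less GTP binding so inhibitor and above means activator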
Target sequence (P60953 whole entry, looked up): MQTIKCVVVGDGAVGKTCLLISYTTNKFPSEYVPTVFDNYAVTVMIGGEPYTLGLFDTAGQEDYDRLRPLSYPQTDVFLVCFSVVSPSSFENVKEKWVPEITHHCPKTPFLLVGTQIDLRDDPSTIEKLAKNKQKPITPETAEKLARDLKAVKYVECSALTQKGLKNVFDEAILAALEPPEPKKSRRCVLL
Pf gamet viab – kills late stage P. falciparum gametocytes. P. falciparum stage V gametocytes, ATP luminescence, 24 h. inhibition, % at 10.9 µM. actives 0.065% (n = 150,000). AID 743093;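 active = inhibition above the mean plus 3 SD of compounds within the control limits, set per campaign, cut at about 38% in these data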;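 also: 0% = DMSO wells and 100% = medium only without gametocytes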
Rac1 act GTP bind – alters GTP binding to activated mutant human Rac1 | P63000 | GST-Rac1 activated beads, fluorescent GTP binding, flow cytometry; actives lie on both sides; 100% means binding = to untreated wells | percent activity (GTP binding), % at 10 µM | actives 0.11% (n = 190,000);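 active = GTP binding at least 20 percentage points away from the 100% baseline, in either direction, so actives lie on both sides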
Rab2A wt mod – changes GTP binding to wildtype dog Rab2A, up or down; AID 760; GST-Rab2 wt beads, Bodipy-GTP binding, flow cytometry; GTP binding activity, % at 10 µM; actives 0.19% (n = 190,000);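 active = GTP binding activity at least 20 points away from 100%, either lowered or raised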;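 also: 0% = beads with excess unlabeled GTP and 100% = no-compound control corrected for plate trend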
Rac1 wt modul – human Rac1 wildtype GTP binding, inhibitors and activators. GST-Rac1 beads, fluorescent GTP binding, flow cytometry; actives lie on both sides; 0 = cold GTP competed, 100 = untreated. actives 0.27% (n = 190,000). GTP binding activity (% of control), % at 10 µM. AID 757. P63000;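 active = GTP binding activity at least 20 points away from the 100% control level, either lower or higher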
Avidin bead fluor – avidin bead compound fluorescence profile; Avidin beads, compound fluorescence 488/530 nm, flow cytometry; stronger effect = higher value; fluorescence (KMESF) at 10 µM; actives 0.38% (n = 220,000); AID 1775; in the data active = fluorescence above about 47; also: inactives centre near 10
GSH fluor – GSH bead compound fluorescence profile. GSH beads flow cytometry, compound fluorescence 488/530 nm; stronger effect = higher value. fluorescence (KMESF) at 10 µM. actives 0.25% (n = 190,000); in the data active = fluorescence above about 89;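 also: glutathione beads carrying GST-tagged Bcl family fusion proteins plus one bare bead set; values are compound well signal with DMSO vehicle wells as background; inactives centre near 16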
HRas wt GTP bind – human HRas wildtype GTP binding, change in either direction; P01112; GST-Ras wt beads, Bodipy-FL-GTP binding, flow cytometry; actives lie on both sides; GTP binding activity, % at 10 µM; actives 0.14% (n = 190,000); AID 759;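 active = GTP binding activity at least 20% away from the 100% baseline, either lowered as inhibitor or raised as activator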;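 also: 0% = unlabeled GTP competition control and 100% = no-compound control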
Target sequence (P01112 whole entry, looked up): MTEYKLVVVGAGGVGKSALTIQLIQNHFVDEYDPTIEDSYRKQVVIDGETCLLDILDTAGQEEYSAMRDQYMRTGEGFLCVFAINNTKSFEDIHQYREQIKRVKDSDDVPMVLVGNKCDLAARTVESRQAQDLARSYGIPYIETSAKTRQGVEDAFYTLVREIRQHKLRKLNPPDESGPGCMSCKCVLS
The depositor's hits bear a star; · = no result given; & = joins results of further samples.

SMILES	Mcl1 Noxa PPI	Mcl1 Bid PPI	Rab7 wt modul	Cdc42 wt GTP	Pf gamet viab	Rac1 act GTP bind	Rab2A wt mod	Rac1 wt modul	Avidin bead fluor	GSH fluor	HRas wt GTP bind
COc1ccc(CCNC(=O)Cn2cnc3c(nnn3Cc3ccc(C)cc3)c2=O)cc1OC	-2	-1	100	104	·	101	99	106	8	29	103
COc1cccc(N2C(=O)c3ccncc3C2=O)c1	-5	-10	105	103	·	99	101	101	5	15	102
O=C(COC(=O)c1ccc([N+](=O)[O-])o1)c1ccccc1	4	-12	97	100	·	98	98	105	4	19	98
Cc1ccc(Cn2c(SC3CCOC3=O)nc3ccccc3c2=O)cc1 (centres undefined)	2	-5	95	99	-7	96	95	99	25	11	97
COc1ccc(C(=O)OCC(=O)NCC2CCCO2)cc1 (centres undefined)	7	-2	96	95	12	96	96	97	21	15	95
Cc1ccn2c(C(=O)CSc3ccc(Cl)cc3)c(C)nc2c1	2	8	90	93	1	92	93	91	9	27	93
CCOc1ccc(NC(=O)Cn2c(=O)oc3ccccc32)cc1	-18	-11	95	95	·	95	94	94	39	11	96
COC(=O)c1ccccc1NC(=O)N1CCN(c2ccccc2F)CC1	25	-2	94	91	-20	92	94	90	3	10	93
CN(C)c1ccc(/C=N/NC(=O)c2ccccc2O)o1	10	-25	102	94	-34	94	96	98	9	9	96
CCc1cn(S(=O)(=O)c2ccccc2OC)nc1N	8	-20	99	100	·	97	99	103	5	14	99
CCOC(=O)c1ccc(N=c2sc(C(=O)OC)cc(=O)n2CCCN2CCOCC2)cc1	16&-8	1&-102	97	101	·	99	98	101	7&24	27	100
COc1ccc(NC(=S)NCc2cccs2)c(OC)c1	13	-52	96	97	-16	97	97	102	11	6	96
CN1CCN(NC(=O)c2ccccc2F)CC1	-4	-31	98	101	-3	97	97	100	4	25	101
O=[N+]([O-])c1ccc(Nc2ccccn2)c([N+](=O)[O-])c1	-12	5	94	98	-3	93	96	97	7	21	93
CC(C)(C)/C(O)=C/c1nc2ccccc2[nH]c1=O	-7	-99	100	103	-10	102	100	103	16	16	101
N#Cc1cnc(N)c(Br)c1	-8	-4	100	99	·	94	98	101	12	13	96
CCNC(=S)Nc1cc(C)ccn1	10	-40	104	104	-13	100	101	106	9	12	101
c1ccc(Oc2nc(N3CCOCC3)nc(N3CCOCC3)n2)cc1	29	6	103	102	·	99	104	104	3	38	101
Nc1nc(SCC(=O)NCC2CCCO2)[nH]c(=O)c1NC(=O)c1ccco1 (centres undefined)	-13	-19	102	94	·	94	97	95	6	19	96
COc1ccc(CNS(=O)(=O)c2ccc(OC)cc2)cc1	-8	-18	100	105	-21	99	102	102	13	17	104
CCCc1[nH]nc2c1C(c1ccc(OCCN3CCOCC3)c(OC)c1)C(C#N)=C(N)O2 (centres undefined)	11	-32	98	104	·	101	97	107	7	51	101
NC(=O)NC(=O)COC(=O)c1ccc(Cl)c(S(=O)(=O)N(Cc2ccccc2)c2ccc(Cl)cc2)c1	13	-12	101	99	·	102	98	102	4	7	101
O=C(COC(=O)c1ccc(Br)cc1)Nc1ccccc1Br	21	3	107	95	2	93	97	98	9	17	98
O=C1[C@@H]2[C@@H]3C[C@@H]([C@H]4ON=C(c5ccc(OCc6ccccc6)cc5)[C@@H]34)[C@@H]2C(=O)N1c1ccc2c(c1)OCO2	-4	-7	102	100	·	102	99	107	14	21	101
COc1ccc(C2=CSC(/N=C/c3ccc(F)cc3)=NN2)cc1	44	-76	97	101	·	97	97	100	·	7	99
O=C(OCC(=O)N(C1CCCCC1)C1CCCCC1)c1ccncc1	-18	-6	95	96	·	94	97	94	16	24	97
Cc1ccc(C(c2nnnn2Cc2ccccc2)N2CCN(Cc3ccccc3)CC2)cc1 (centres undefined)	13	-4	98	100	6	96	99	104	21	18	100
CC(=O)Nc1ccc(NC(=O)c2cccc(-c3cc4ccccc4oc3=O)c2)cc1	10	11	95	98	-6	97	98	101	23	15	98
Cn1c(SCC(=O)N2CCN(S(=O)(=O)c3ccc(Cl)cc3)CC2)nc2ccccc21	4	-42	97	102	-19	100	101	102	7	71	102
COc1cccc(OCc2cc(/C=N/NC(=O)c3nc(Cl)c(Cl)c(N)c3Cl)ccc2OC)c1	9	1	98	101	25	102	100	104	7	28	100
COc1cc(CNC(C)(C)CO)ccc1OCC(=O)NC(C)(C)C	-5	-2	98	101	17	101	101	103	13	24	103
Cc1c(CN2CCCCC2)c(O)n(CCCO)c(=O)c1C#N	29	-6	97	102	·	98	102	102	7	17	100
O=C(CN1CCN(Cc2ccccc2F)C1=O)NCCN1CCOCC1	5	-19	102	100	·	99	100	102	9	20	101
Cc1ccc(NC(=O)CSc2nnc(-c3ccco3)c(-c3ccco3)n2)cc1	90*	2	87	90	·	89	89	87	17	20	90
CC(=O)N=Cc1c(C)c(C#N)c(=O)n(C)c1O	28	-49	93	92	-20	97	95	96	6	19	94
CN(C)CCC(=O)c1ccc2c(c1)OCO2	0	7	96	94	-23	96	100	103	38	26	97
Cn1cnc2c1c(=O)n(Cc1c(Cl)cccc1Cl)c(=O)n2C	-2	-13	104	107	6	101	106	103	10	24	106
COc1ccc(-c2[nH]ncc2/C=C(/C#N)C(=O)NC2CCCCCC2)cc1	7	9	103	101	-9	99	99	103	4	37	101
CCSc1nnc(NC(=O)c2cc(C)on2)s1	16	9	98	102	2	99	99	99	11	18	100
O=C(Cn1cccn1)c1ccccc1	-8	-11	103	96	14	95	99	98	13	13	97

Single records (already shown).
Listed for `O=C(OCC(=O)N(C1CCCCC1)C1CCCCC1)c1ccncc1` → Mcl1 Noxa PPI = -18; Mcl1 Bid PPI = -6; Rab7 wt modul = 95; Cdc42 wt GTP = 96; Pf gamet viab = ·; Rac1 act GTP bind = 94; Rab2A wt mod = 97; Rac1 wt modul = 94; Avidin bead fluor = 16; GSH fluor = 24; HRas wt GTP bind = 97
Listed for `CCCc1[nH]nc2c1C(c1ccc(OCCN3CCOCC3)c(OC)c1)C(C#N)=C(N)O2` (centres undefined) → Mcl1 Noxa PPI = 11; Mcl1 Bid PPI = -32; Rab7 wt modul = 98; Cdc42 wt GTP = 104; Pf gamet viab = ·; Rac1 act GTP bind = 101; Rab2A wt mod = 97; Rac1 wt modul = 107; Avidin bead fluor = 7; GSH fluor = 51; HRas wt GTP bind = 101

Next structures follow.
SMILES	Mcl1 Noxa PPI	Mcl1 Bid PPI	Rab7 wt modul	Cdc42 wt GTP	Pf gamet viab	Rac1 act GTP bind	Rab2A wt mod	Rac1 wt modul	Avidin bead fluor	GSH fluor	HRas wt GTP bind
CCN(/N=C/c1ccc(Cl)cc1)c1cc(=O)n(C)c(=O)[nH]1	9	-64	102	103	17	100	103	105	3	11	101
CCCNC(=O)c1cccc(Cn2nc(C)c(Br)c2C)c1	-20	-22	101	102	·	102	101	104	15	29	101
O=C(O)C1CCCN(S(=O)(=O)c2cccc3cccnc23)C1 (centres undefined)	-23	-10	96	106	·	101	99	103	5	14	99
NC(=O)CN1CCCN(S(=O)(=O)c2ccc(Br)cc2)CC1	2	-1	96	95	9	98	100	99	8	25	97
Cc1ccc(NC(=O)COC(=O)c2cc(-c3cccs3)nn2-c2ccccc2)cc1[N+](=O)[O-]	-15	-5	100	98	·	97	97	103	9	27	100
C#CCSc1nnc(-c2sc3ccccc3c2Cl)o1	17	-31	99	99	1	99	98	101	8	13	98
CCC(C)(C(=O)NC1CCCCC1)N(C(=O)CC1NC(=O)NC1=O)c1c(C)n(C)n(-c2ccccc2)c1=O (centres undefined)	8	-31	95	101	14	98	98	97	24	26	97
O=C(O)CNC(=S)N(Cc1ccccc1F)C1CCCCC1	1	-25	96	105	3	98	99	98	13	16	98
Cc1noc(C(=O)NCc2ccccc2)c1Cl	1	-12	96	100	·	98	100	101	7	26	98
CN1CCN(c2ccc([N+](=O)[O-])cc2C(=O)N2CCOCC2)CC1	·	·	95	97	·	97	98	97	9	47	95
COC(=O)c1cc(NC(=O)C23CCC(C)(C(=O)O2)C3(C)C)cc(C(=O)OC)c1 (centres undefined)	·	-11	91	96	·	91	91	91	15	34	93
Cc1cccn2c(=O)c(C=O)c(N3CCN(c4ccccc4)CC3)nc12	0	-14	104	98	·	93	100	98	9	18	97
COCCCNC(=O)/C(C#N)=C/c1ccc(OCC(=O)O)c(OC)c1	100*	32	94	97	-4	95	94	97	20	9	91
C=CCn1c(SCC(=O)c2ccc(Br)cc2)nnc1C(C)NC(=O)Cc1ccc(OC)cc1 (centres undefined)	23	-22	95	97	·	97	97	100	0	44	96
COc1cc(/C=N\NC(=O)c2ccc(Cn3cc(Br)c([N+](=O)[O-])n3)o2)cc(OC)c1O	42	-11	93	93	-27	97	89	92	7	9	90
Cc1cc(S(=O)(=O)NC2CCCCC2)c(C)s1	4	-11	104	108	11	101	108	102	17	23	107
CCOC(=O)Cc1csc(NC(=O)COc2ccccc2)n1	3	-24	100	101	-6	99	100	102	6	17	101
O=C(CCSc1nc(-c2ccco2)cc(C(F)(F)F)n1)NCc1ccccn1	12	1	100	101	·	97	99	99	11	11	100
O=C(CSc1ccccc1)Nc1ccccc1C(=O)O	39	56*	94	93	13	95	94	98	24	17	95
Cc1ccccc1CN(c1ccc(C(=O)Nc2ccccc2C(=O)N2CCCC2)cc1)S(C)(=O)=O	-2	-28	104	101	-4	98	102	105	19	34	103
CS(=O)(=O)N(CC(=O)NCc1ccc2c(c1)OCO2)c1ccc(Cl)cc1	13	-11	90	91	·	89	91	89	8	20	89
Nc1nc(CN2CCN(c3ccccc3F)CC2)nc(N2CCCc3ccccc32)n1	9	-11	88	79*	0	80	83	87	10	19	87
Cc1cccc(N2C(=O)C(Oc3ccc(Cl)cc3Cl)C2C=O)c1C (centres undefined)	0	-18	97	94	-6	95	95	97	10	4	97
Cc1cc(C(=O)NC(C)Cc2ccccc2)cc(C)c1[N+](=O)[O-] (centres undefined)	18	-16	102	98	5	95	97	101	12	10	99
O=C(O)c1cccc(NC(=O)c2cc(S(=O)(=O)N3CCOCC3)cs2)c1	27	-14	102	98	-11	94	97	99	9	16	101
CC(C)(C)c1ccc(C(O)CCCN2CCC(C(O)(c3ccccc3)c3ccccc3)CC2)cc1 (centres undefined)	9	5	99	103	·	101	100	103	8	20	101
CCN(CC)c1ccc(/C=C(/C#N)C(=O)NC(C)C)o1	-6	-56	98	96	17	96	97	101	10	22	95
CC(NC(c1ccccc1)c1ccccc1)C(=O)N1CCCc2ccccc21 (centres undefined)	-9	-30	100	97	·	98	97	102	12	7	99
Cc1cc(C)n2nc(SC(C)C(=O)Nc3ccc(Cl)cn3)nc2n1 (centres undefined)	-10	-8	108	96	0	96	99	97	28	11	97
Cc1cccc2cc(CN(Cc3cccs3)S(=O)(=O)c3ccc4c(c3)OCCO4)c(=O)[nH]c12	5	-3	100	103	-1	101	100	107	16	18	102
O=C(/C=C/c1ccc2c(c1)OCO2)c1ccco1	27	9	100	103	3	97	98	100	7	15	100
CC(=O)Nc1ccc(C(=O)N2CCCC2)cc1	6	-13	102	106	·	102	104	106	13	12	104

Assay outcomes deposited in PubChem BioAssay by several laboratories.
